# Assay outcomes (PubChem)
# T cell HTS = T cell immune modulation candidate. hit rate 0.068% among 330,000. calls only at 7 µM. 2C CD8+ T cell-vesicle binding, flow cytometry; active compounds read low;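 active means response, share of CD8 T cells binding vesicles, and their 90th percentile fluorescence all below set limits, cut at about 80% in these data, passing the limit was not always enough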
#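 Incubation: binding step 1.5 h, 37 °C, antibody labelling 20 min, ice; system: murine 2C transgenic CD8+ T lymphocytes; technique: cytometric PE anti-B7-1 and Alexa647 anti-CD8 signals after 1% paraformaldehyde fixation; also added: QL9-charged Drosophila Ld/ICAM-1/B7-1 vesicles; control set: naked versus QL9-loaded vesicles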
# MT stabilize HCS = microtubule stabilization, imaging screen | HeLa tubulin immunostaining HCS, 24 h; share of cells brighter than vehicle mean+2SD | % tubulin-high responders, % at 10 µM | hit rate 0.83% among 200,000 | AID 2205;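 active means plate Z-score above 3 for both tubulin-high and condensed-nucleus cell shares, with cell loss under 80%, at 10 µM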;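 further: anti alpha tubulin signal scored within the nucleus-defined area of each cell; some results filed as inactive read as strong as hits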
# TNAP activators = stimulation of alkaline phosphatase TNAP activity – biochemical, luminescent, no phosphate acceptor, uHTS, primary screen (AID 1001); hit rate 0.03% among 200,000; activation fold at 20 µM; hits with a dose series show EC50 in µM; purified TNAP, luminescent activation assay, no phosphate acceptor; higher activation fold means a stronger effect; in the data active means activation fold from about 3, or a potency from the dose series; inactive means the rest, 99 in 100 with activation fold below about 1.6; further: many of its hits are not listed in these tables
# Myeloid diff 2 = myeloid differentiation induction | ER-HoxA9 myeloid progenitors, lysozyme-GFP differentiation, flow cytometry | calls only at 10 µM | hit rate 1% among 360,000 | AID 624256;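 active means normalized GFP-positive differentiation at or above the plate's own cutoff, the solvent-only control mean plus 3 SD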;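 further: cells exposed to compound for four days before flow analysis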
# bCat nuc transl = alters nuclear translocation of beta-catenin in HeLa cells; immunofluorescence imaging; nuclear translocation activity, % at 5 µM; hit rate 0.3% among 190,000;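 active means nuclear translocation activity above 50% at 5 µM, with a well cell count of 50 or more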;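 further: per-cell ratio of nuclear to cytoplasmic median beta-catenin stain intensity; plate controls were DMSO negative control for no effect and GSK-3 inhibitor IX positive control for full effect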
#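 Read-out: Nuclear/cytoplasmic beta-catenin signal ratio, % activation | Assay system: Human HeLa cell line | Times: 24 h compound exposure at 37°C, 5% CO2 | Signal: Fluorescence imaging of beta-catenin antibody stain plus DAPI | Dosing: 5 µM primary, 0.02–20 µM confirmation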
# Lipid droplet = hepatic lipid droplet formation modulation. AID 1656. inhibition, % at 6.5 µM. hit rate 0.4% among 240,000. AML12 mouse hepatocytes, oleate lipid droplets, BODIPY imaging;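 active means lipid droplet intensity inhibited by at least 50%, with more than 500 cells counted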
#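 Material – AML12 mouse liver cells · Also added – oleate loading, 100 µM · Compound dosing – 6.5 µM single-point dosing · Times – overnight treatment with compound plus oleate · Measured by – fluorescence imaging, 20x objective, two fields per well · Read-out – percent inhibition of filter-corrected integrated lipid droplet intensity per well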
# Insulin prom up = MIN6 insulin promoter up-regulation | z-score at 5 µM | AID 1625 | hit rate 0.3% among 190,000 | MIN6 insulin promoter-GFP reporter, high-content imaging; active compounds read high;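 active means z-score above 3 at 5 µM with at least 500 cells counted in the well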
# Dynein transport = blocks dynein driven cargo transport along microtubules; 3617.4 mouse cells, GR-EGFP nuclear translocation imaging; test concentration mostly 20 µM; stimulated with dexamethasone, 1 µM; active compounds read low; z-score, hits read low; hit rate 0.47% among 220,000;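 active means plate z-score of nuclear minus cytoplasmic receptor signal below a set negative limit, without overly bright fluorescence or cell loss, cut at about -3.5 in these data, passing the limit was not always enough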;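 further: z-score of nuclear minus cytoplasmic ring GR-EGFP intensity difference per well; some compounds called inactive have numbers as strong as hits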
#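 Buffer or medium – tet-free medium with charcoal-stripped serum · Signal – automated 10x imaging of fixed Hoechst-stained cells · Also added – dexamethasone agonist, 1.0 µM final, for 30 min · Incubation – induction 48 h, compound 1 h, agonist 30 min · Read-out – GR-EGFP nuclear translocation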
# human PMI inhibition = inhibitors of human PMI, primary screen, biochemical, fluorescence intensity, coupled assay (AID 1209). hit rate 0.42% among 190,000. purified PMI enzyme, coupled fluorescence intensity; higher % means a stronger effect. one-dose inhibition, % at 20 µM; IC50 in µM for titrated hits; in the data active means inhibition above about 50%;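 further: plate controls were DMSO vehicle for no effect and wells lacking substrate for full effect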
# Dynein transport cytoplasmic EGFP = also measured in Dynein transport; calls as there; z-score; measured here: cytoplasmic GR-EGFP intensity; active compounds read high
# Dynein transport nuclear GR-EGFP = also measured in Dynein transport; calls as there; z-score; measured here: nuclear GR-EGFP intensity;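 lower value marks the stronger effect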
# Dynein transport cell count = further read-out of Dynein transport, marked with its call; z-score; measured here: cell count per field
# Insulin prom up cell count = second read-out of Insulin prom up, no call of its own (marks repeat the call); cell count; measured here: cytotoxicity, nuclei count;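 total cells summed across four imaged fields per well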
# Lipid droplet cells 6.5 µM = further read-out of Lipid droplet, marked with its call; cell count; measured here: cell count, cytotoxicity flag;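 cells counted across two imaged fields per well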
# bCat nuc transl cell count 5 µM = recorded beside bCat nuc transl, whose call it bears; cell count; measured here: cell count, cytotoxicity flag
# T cell HTS vesicle-bound % = recorded beside T cell HTS, whose call it bears; double positive events, %; measured here: CD8+ vesicle-bound cell fraction;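 binding gate set so that unloaded-vesicle control wells show 10% double positive cells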
# MT stabilize HCS Hoechst-high % = second read-out of MT stabilize HCS, no call of its own (marks repeat the call); % Hoechst-high responders; measured here: nuclear condensation Hoechst responders;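 share of cells brighter than vehicle mean plus two SD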
# MT stabilize HCS cytotoxicity % = further read-out of MT stabilize HCS, marked with its call; toxicity, %; measured here: cytotoxicity by cell density;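 0% = mean cell density of plate MIN control wells and 100% = no cells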
# Myeloid diff 2 GFP+ MAC1+ % = second read-out of Myeloid diff 2, no call of its own (marks repeat the call); GFP+ MAC1+ double positive, %; measured here: differentiation confirmed by MAC1 staining
# Starred values were filed as active, the others as inactive; i = inactive; · = no result given.
SMILES,T cell HTS,T cell HTS vesicle-bound %,MT stabilize HCS,MT stabilize HCS Hoechst-high %,MT stabilize HCS cytotoxicity %,TNAP activators,Myeloid diff 2,Myeloid diff 2 GFP+ MAC1+ %,bCat nuc transl,bCat nuc transl cell count 5 µM,Lipid droplet,Lipid droplet cells 6.5 µM,Insulin prom up,Insulin prom up cell count,Dynein transport,Dynein transport cytoplasmic EGFP,Dynein transport nuclear GR-EGFP,Dynein transport cell count,human PMI inhibition
Cc1ccc(S(=O)(=O)NCC23C=CC(O2)C2C(=O)N(c4ccccc4)C(=O)C23)cc1 (stereo not drawn),i,28,1.6,2.1,6.9,1.1,i,0.7,0.9,1192,2,773,-0.43,914,-1.4,-0.13,-0.45,1.7,-40%
Cc1ccc(OCCN2CCCCCC2)c(C)c1,i,22,2.6,2.6,5.1,1,i,0.6,-0.5,1155,-6,710,0.01,1129,-0.85,-0.076,-0.39,0.59,16%
O=C(CCNC(=O)Cn1cnc2ccccc2c1=O)NCC1CCCO1 (stereo not drawn),i,58,5.3,2.8,9.9,1.1,i,0.1,-3.4,1151,-16,696,2,1237,0.085,-0.31,-0.13,0.63,7%
Cc1ccccc1N/C(=C(/C(Cl)=C(Cl)Cl)[N+](=O)[O-])n1nnc2ccccc21,·,·,1.2,0.9,4.0,1,i,2.0,4.0,1185,11,790,-0.54,1227,-0.69,-0.0056,-0.15,0.51,-61%
CCCCCCOc1ccc(C(=O)n2cnc(N)n2)cc1,i,28,2.2,3.0,12,1,i,6.5,-7.2,1197,2,759,·,·,-0.97,-0.22,-0.81,1,15%
O=C(Nc1nc(-c2ccccn2)cs1)c1ccc2c(c1)OCCO2,i,24,3.9,1.5,6.7,1.1,i,2.4,-2.2,1162,-1,687,-1.4,1099,0.17,-0.2,0.45,0.22,0%
O=C(COc1ccccc1)NC(=S)N1CCc2ccccc21,i,38,1.7,2.6,0.4,1,i,1.1,0.0,938,14,670,-0.03,1255,1.4,-0.31,0.74,-0.37,-2%
CNC(=O)CN1C(=O)CSc2ncccc21,i,44,7.1,2.8,7.6,1.1,i,1.9,·,·,·,·,0.17,800,-0.42,-0.25,-0.2,0.58,-7%
Cc1cc(C)cc(NS(=O)(=O)c2ccc3c(c2)c(=O)n(C)c(=O)n3C)c1,i,28,2.1,1.3,0.4,1.1,i,7.3,0.2,1124,38,609,-1.2,790,-1.2,-0.21,-0.58,0.92,6%
COc1cccc2c(SCC(=O)N/N=C/c3ccccc3)cc(C)nc12,i,40,3.5,2.3,5.4,1.1,i,0.7,8.0,1114,0,616,-0.87,1623,-0.059,0.024,0.3,-0.85,14%
Cn1[nH]c(=O)c(Cl)c(Cl)c1=O,i,44,1.7,1.2,5.2,1.1,i,0.7,-4.2,1149,12,775,-0.68,925,-1.3,-0.023,-0.57,0.99,7%
C/C(=N\NC(=O)c1ccccc1)c1cc2cc([N+](=O)[O-])ccc2oc1=O,i,27,2.9,2.0,9.6,0.8,i,0.1,-1.3,1025,-12,717,0.06,1404,0.096,-0.25,0.1,-0.46,8%
Oc1ccccc1-c1nnc(COc2ccccc2)o1,i,60,2.8,3.4,4.9,1,i,0.8,-1.5,1157,·,·,-0.36,932,-0.49,-0.24,-0.28,0.28,-25%
COc1ccccc1NC(=O)/C=C/c1ccc(OC)c(S(=O)(=O)N2CCOCC2)c1,i,12,0.6,1.4,4.5,1.1,i,0.7,-2.7,896,4,710,-0.16,1575,-1.1,-0.32,-0.85,1.1,0%
Cc1ccc(NC(=S)NCCO)c(C)c1,i,52,2.3,1.6,9.3,1.1,i,0.6,-3.2,1055,0,682,0.73,1333,0.37,-0.22,0.044,-0.3,19%
CCCCS(=O)(=O)N1C2=NC(C(=O)OC)=C(C(=O)OC)[C@@H]3N(C)c4ccc(OC)cc4[C@]23C[C@H]1C(=O)OC,i,36,·,·,·,·,i,1.2,0.3,1020,·,·,-0.47,702,1.9,-0.68,1,-0.46,·
COc1ccc(NCC(=O)N/N=C/C=C\c2ccccc2)cc1,i,11,1.9,2.2,9.9,1.2,i,0.8,3.6,987,5,676,-0.01,1547,-0.094,-0.19,-0.0067,0.24,6%
Cc1[nH]n(C(C)(C)C)c(=O)c1Sc1ccccc1,i,46,4.6,2.2,0.1,1.1,i,0.8,1.5,1422,·,·,0.28,1583,-0.32,-0.12,0.065,0.7,10%
O=C(CC(=O)NC1CCCCC1)N/N=C/c1ccccc1Cl,i,55,3.3,2.8,4.6,1,i,1.0,-2.4,1135,13,657,-0.07,1335,0.45,-0.3,0.28,-0.46,-1%
CC1(C)C2CCC1(C)C(NC(=O)/C=C/c1ccccc1)C2 (stereo not drawn),i,20,1.2,2.2,7.3,1.1,i,0.4,-0.3,1074,0,750,0.66,1261,-0.21,-0.34,-0.19,0.59,-8%
O=S(=O)(c1ccc(NC2CCCCC2)cc1)N1CCOCC1,i,33,3.6,2.0,9.9,1,i,3.1,2.5,1123,-6,731,0.06,1196,-0.61,0.34,-0.23,0.5,16%
Cc1ccc(N2CCN(CC(O)COC3CCCCC3)CC2)cc1 (stereo not drawn),i,23,3.2,2.2,2.4,1,i,0.0,0.8,1203,1,797,0.1,910,1.2,-0.22,0.66,-0.014,14%
Cc1ccc(C(=O)/C=C/Nc2cccc(O)c2)cc1,i,12,5.8,3.0,6.3,1,i,1.2,·,·,8,763,0.6,1132,-1.3,0.15,-0.3,0.35,20%
CC(=O)c1c(O)c2ccccc2n(C2CCCCC2)c1=O,i,19,2.3,2.1,1.8,1,i,0.1,3.4,944,-2,654,-0.53,1301,0.58,-0.18,0.53,-0.48,-7%
CC(C)N1C(=O)S/C(=C/c2cccnc2)C1=O,i,37,2.6,0.9,3.3,1,i,1.0,-0.2,1262,·,·,-0.33,1658,-1.3,-0.12,-0.57,0.11,3%
COc1ccc(Nc2nc(-c3cccc([N+](=O)[O-])c3)nc3ccccc23)c(OC)c1,i,43,5.3,4.2,4.0,0.9,i,0.3,-1.1,1129,-3,622,-2,1211,0.053,-0.22,-0.078,-0.34,-7%
Cn1c(=O)c2c(ncn2CC(=O)N/N=C/C=C\c2ccccc2[N+](=O)[O-])n(C)c1=O,i,6,·,·,·,·,·,·,-0.1,1251,17,760,0.03,1094,-0.44,-0.2,-0.25,0.36,·
COc1ccc(CN(C(=O)c2ccccc2OC)C2CCS(=O)(=O)C2)cc1 (stereo not drawn),i,27,1.8,2.9,14,1.1,i,0.3,·,·,0,735,1.6,1140,-0.36,0.29,0.59,-0.2,11%
Cc1ccc(S(=O)(=O)NCc2ccc3c(c2)cc(C)n3C)cc1,i,38,8.5,3.1,5.5,1,i,2.1,-3.2,1139,5,647,1.5,1932,1.1,2.5,1.3,-0.7,19%
COc1ccc(S(=O)(=O)N2CCOC2CNC(=O)C(=O)NCCc2ccc(OC)c(OC)c2)cc1 (stereo not drawn),i,6,2.9,1.2,8.9,1.1,i,0.7,-5.9,585,-16,631,0.09,1248,0.33,-0.3,-0.17,-0.24,2%
Cc1c(Cc2ccccc2)sc(NC(=O)C(C)(C)C)c1C(N)=O,i,20,1.5,1.8,4.8,1.1,i,2.1,11,822,-11,698,-2.3,1609,-1.3,-0.27,-0.58,0.87,22%
CCOc1cccc(/C=C2/NC(=O)N(CC(=O)Nc3cccc(C)c3)C2=O)c1O,i,64,1.8,1.9,5.5,1,i,0.3,-0.9,1499,0,593,0.98,1350,-0.13,-0.31,-0.076,0.74,-22%
N#Cc1c[nH]n2c(=O)c3c(nc12)CCCC3,i,46,3.3,1.8,6.3,1,·,·,·,·,·,·,·,·,-0.23,-0.2,-0.28,0.51,-7%
Cc1cc(NC(=O)CSc2nccn2-c2ccc(Cl)cc2)no1,i,41,2.6,1.8,5.2,1.1,i,0.6,2.8,1227,3,779,1.3,1279,1.1,-0.23,0.6,-0.82,17%
